IDE act: activators of human insulin-degrading enzyme in cells; HEK cells, FAbeta-B cleavage, fluorescence polarization; 0% vehicle, 100% cell-free pure enzyme wells; hit rate 0.073% among 340,000; P14735; activation, % at 5.96 µM;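 active = activation above the mean of all tested compounds plus 3 SD, set per screening campaign, cut at about 17% in these data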
PHOSPHO1 inh: blocks human PHOSPHO1 phosphatase activity | Q8TCT1 | recombinant PHOSPHO1, absorbance phosphatase assay | inhibition, % at 13.3 µM | hit rate 1.1% among 290,000 | AID 1565; in the data active = inhibition above about 60%
IMP-1 inhibitor: inhibitors of Pseudomonas aeruginosa IMP-1 metallo-beta-lactamase; purified IMP-1, nitrocefin hydrolysis, epi-absorbance fluorescence; inhibition, % at 5.6 µM; hit rate 0.45% among 290,000;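 active = inhibition above the mean plus 3 SD of all compounds in the same screening run, cut at about 4.5% in these data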;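 also: 0% = IMP-1 with DMSO and 100% = DMSO wells lacking enzyme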
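system = purified recombinant IMP-1 beta-lactamase | amount = 0.2 nM IMP-1, as dispensed | medium = HEPES buffer pH 7.1 with ZnSO4 and Brij 35 | times = 25 °C, 15 min preincubation, 25 min reaction | detection = plate fluorescence quenching by hydrolysis product, ex 480/em 530 nm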
FID counter: fluorescent intercalator displacement, NS3 helicase counter-screen. DNA fluorescent intercalator displacement, fluorescence. inhibition, % at 7.9 µM. hit rate 0.17% among 290,000. AID 1845; in the data active = inhibition above about 37%;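 also: 0% = vehicle and 100% = reference compound; higher means more ethidium bromide displaced from hairpin DNA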
UBC9 SUMO inh: inhibitors of human SUMOylation (UBC9). P63279. HTRF SUMOylation assay, SAE1/SAE2 + UBC9, in vitro. inhibition, % at 35 µM. hit rate 0.36% among 290,000; in the data active = inhibition above about 50%, passing the limit was not always enough; also: strong numbers were not always called active
p-CIP stab down: compounds decreasing mouse p/CIP protein stability; Q05BA5; F442A p/CIP-EGFP cells, EGFP fluorescence, 16 h; decrease of EGFP signal, % at 10 µM; hit rate 0.01% among 290,000;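 active = EGFP signal decrease of at least 30% at 10 µM or well 3 SD below plate mean, unless failing retest; inactive = the rest, including hits failing retest or dose response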; also: some compounds called inactive have numbers as strong as hits; many of its hits are not listed in these tables
Target sequence (Q05BA5 1-1403): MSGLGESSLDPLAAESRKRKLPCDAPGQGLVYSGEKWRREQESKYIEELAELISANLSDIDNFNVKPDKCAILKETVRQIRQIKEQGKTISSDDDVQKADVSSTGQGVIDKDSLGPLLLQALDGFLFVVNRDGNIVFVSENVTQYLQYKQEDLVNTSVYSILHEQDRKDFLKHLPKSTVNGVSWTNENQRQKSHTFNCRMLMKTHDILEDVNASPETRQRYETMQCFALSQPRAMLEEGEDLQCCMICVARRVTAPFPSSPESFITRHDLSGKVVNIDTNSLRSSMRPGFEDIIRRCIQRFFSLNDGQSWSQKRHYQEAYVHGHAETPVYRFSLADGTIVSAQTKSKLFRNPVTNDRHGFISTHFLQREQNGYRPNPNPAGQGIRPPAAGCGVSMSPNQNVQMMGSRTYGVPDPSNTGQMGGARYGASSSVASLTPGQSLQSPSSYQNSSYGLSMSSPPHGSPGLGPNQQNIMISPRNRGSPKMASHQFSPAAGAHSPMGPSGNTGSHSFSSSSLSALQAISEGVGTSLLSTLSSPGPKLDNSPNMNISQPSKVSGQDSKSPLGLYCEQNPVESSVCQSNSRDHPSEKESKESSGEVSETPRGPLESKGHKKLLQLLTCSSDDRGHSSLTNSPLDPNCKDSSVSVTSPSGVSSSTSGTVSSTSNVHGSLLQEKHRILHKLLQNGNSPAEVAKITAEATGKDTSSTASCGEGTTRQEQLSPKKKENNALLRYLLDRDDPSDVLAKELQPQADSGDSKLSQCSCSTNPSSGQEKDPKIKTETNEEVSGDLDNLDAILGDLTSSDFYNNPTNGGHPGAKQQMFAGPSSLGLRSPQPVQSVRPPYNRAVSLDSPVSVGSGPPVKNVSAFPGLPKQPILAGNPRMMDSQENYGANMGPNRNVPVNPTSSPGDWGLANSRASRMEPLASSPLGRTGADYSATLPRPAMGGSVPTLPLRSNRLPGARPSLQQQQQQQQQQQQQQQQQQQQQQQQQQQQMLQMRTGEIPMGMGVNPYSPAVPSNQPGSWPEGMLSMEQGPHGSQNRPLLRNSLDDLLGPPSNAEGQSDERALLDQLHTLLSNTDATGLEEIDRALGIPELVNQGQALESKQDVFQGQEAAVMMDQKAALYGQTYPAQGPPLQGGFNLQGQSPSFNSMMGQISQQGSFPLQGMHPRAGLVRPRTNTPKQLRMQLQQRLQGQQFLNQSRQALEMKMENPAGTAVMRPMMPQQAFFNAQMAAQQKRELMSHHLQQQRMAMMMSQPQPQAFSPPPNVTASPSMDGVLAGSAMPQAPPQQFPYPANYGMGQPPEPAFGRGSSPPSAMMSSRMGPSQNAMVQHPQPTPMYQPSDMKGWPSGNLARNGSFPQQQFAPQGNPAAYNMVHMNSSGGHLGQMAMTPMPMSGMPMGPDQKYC
VIM-2 inhibitor: inhibitors of Pseudomonas aeruginosa VIM-2 metallo-beta-lactamase; purified VIM-2, nitrocefin hydrolysis, epi-absorbance fluorescence; inhibition, % at 5.6 µM; hit rate 0.89% among 290,000; AID 1527;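 active = inhibition above the mean of all tested compounds plus 3 SD, cutoff set per screening run, cut at about 7.5% in these data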;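 also: red hydrolysis product quenches plate fluorescence so inhibitors raise well fluorescence; 0% = enzyme with DMSO and 100% = DMSO without enzyme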
MEKK3 PB1 HTS: modulators (inhibitors or enhancers) of MEK5 binding to human MEKK3 PB1 domain. Q99759. bead-based flow cytometry, Alexa488-MEK5 binding to MEKK3; actives lie on both sides; 0 = blocked by unlabeled MEK5, 100 = vehicle. binding response (% of control), % at 10 µM. hit rate 1.4% among 290,000;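 active = binding response more than 3 SD above or below the average of its plate-row segment, actives on both sides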;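 also: Alexa488 bead fluorescence after subtracting the streptavidin-only scavenger bead signal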
NS3 helicase inh: inhibitors of Hepatitis C virus NS3 helicase. NS3 helicase DNA unwinding, Cy5 molecular beacon fluorescence. inhibition, % at 10.9 µM. hit rate 0.56% among 290,000;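 active = inhibition above the mean of all tested compounds plus 3 SD, set per campaign, cut at about 35% in these data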;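 also: 0% = DMSO wells and 100% = thioflavine S control wells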
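System: NS3 helicase fragment of HCV / Schedule: 1 h at 25 °C / Control set: DMSO alone as 0% and 110 µM thioflavine S as 100% / Reagent: Cy5/quencher beacon DNA duplex and ATP to start / Technique: Cy5 fluorescence / Replication: singlicate / Evaluation: % inhibition of end-to-start signal ratio versus controls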
Active calls of the source: *; · = no result given; [ ] = another dose, or the depositor's remark. The list is partial; count on the stated rates, not on these rows.

SMILES	IDE act	PHOSPHO1 inh	IMP-1 inhibitor	FID counter	UBC9 SUMO inh	p-CIP stab down	VIM-2 inhibitor	MEKK3 PB1 HTS	NS3 helicase inh
CC1CCCN(CC(=O)Nc2ccc(S(=O)(=O)NC3CCCCC3)cc2)C1 (configuration not stated)	1	25	-1.1	12	-8	0	0.6	102	-8
Cc1ccccc1OCCCCN1CCCCC1	0	40	-2.1	-2	9	-8	-3.1	100	7
Cn1c(SCc2nc(-c3ccc(Cl)cc3)no2)nnc1-c1ccccc1	-26	24	-1.9	-25	9	-2	-1.4	104	26
COc1ccc(C2=NCC(CSc3nccc(=O)[nH]3)S2)cc1 (configuration not stated)	-7	12	-3.6	-20	5	-3	-3.0	107	4
O=C(CN(CC1CCCO1)C(=O)CNS(=O)(=O)c1ccc(Cl)cc1)NCC1CCCO1 (configuration not stated)	-10	0	-6.7	-21	2	-4	-1.9	110	4
CC1=CC(=C(C#N)C#N)C=C(C)N1CCN1CCN(C(=O)Nc2ccc(Cl)c(Cl)c2)CC1	2	-16	1.2	-4	21	8	-0.3	111	-2
O=S(=O)(NCc1ccccc1Cl)c1ccc(-n2cnnn2)cc1	6	32	-1.2	-1	5	8	1.0	106	-3
CC(C)CNCC(=O)N1c2ccccc2Sc2ccccc21	4	-14	-1.3	7	-4	0	1.1	2.0*[inhibitor]	4
COc1cc(C2NC(=O)NC(C)=C2C(=O)Nc2cccc(C)c2C)cc(OC)c1OC (configuration not stated)	0	-7	-3.2	-4	9	-2	-3.1	108	2
Cc1cc(NCCN2CCOCC2)n2nc(C)c(-c3ccccc3)c2n1	1	-18	-3.2	-10	6	0	-3.7	102	-3
Cc1cc(C(=O)CSc2nc(N)cc(=O)[nH]2)c(C)n1-c1cccc(F)c1	5	-18	-0.7	-10	21	-6	-0.1	98	9
CC(=O)Nc1ccc(NC(=S)Nc2ccc(Br)cc2)cc1	13	-1	-1.4	0	14	-14	-2.3	92	5
O=C(COC(=O)c1cc2c(s1)CCC2)Nc1ccc(F)cc1	0	4	-1.0	-13	32	1	-2.2	104	31
COc1ccc(NC(=S)N2CCC(N(C)CC3CCCO3)CC2)cc1Cl (configuration not stated)	7	-7	-2.0	6	-1	8	-0.3	108	4
Cc1c(NC(=S)NC(=O)C(C)(C)C)c(=O)n(-c2ccccc2)n1C	2	-10	-3.4	-13	-7	-7	-2.3	108	-42
CCS(=O)(=O)Nc1ccc(-c2nnc(SCC(=O)c3cccc(OC)c3)o2)cc1	1	33	-7.7	-1	19	-12	-3.7	98	-6
O=C(Cn1nc(-c2ccccc2Cl)ccc1=O)Nc1ccc(Br)cc1	-3	40	-2.8	-9	0	-8	-4.4	140*	-6
CCOc1ccc(C2NC(=O)c3n[nH]c(C)c32)cc1 (configuration not stated)	3	-7	-1.6	-3	10	-12	-4.8	106	-6
COCCn1c(N)c(Sc2ccccc2[N+](=O)[O-])c(=O)[nH]c1=O	-2	43	-1.5	-1	13	-6	-2.7	105	-5
COc1ccc(NS(=O)(=O)c2ccc(C)c(C(=O)O)c2)cc1	5	-2	-1.9	1	10	1	-2.0	108	6
Cc1ccc(C2=NN(CC(=O)O)C(=O)CC2)cc1	9	27	-4.6	-6	9	-9	-1.8	96	5
CC(C)N(C(=O)COC(=O)c1cc(Cl)cc(Cl)c1N)C(C)C	-1	29	2.6	-12	25	-14	-3.5	96	2
C=CCSc1nc(C)cc(/C=C\c2ccccc2)c1C#N	3	44	-3.2	0	9	-20	-2.4	102	-2
CSc1ncccc1C(=O)NC(C)C1CC2CCC1C2 (configuration not stated)	2	8	-2.5	-9	11	-1	-0.7	94	-8
CCOC(=O)COc1nc(-c2ccc(Cl)cc2)cc(-c2ccco2)c1C#N	7	36	-3.3	-5	11	-18	-2.5	99	8
Cc1ccc(NC(=O)CN(C)S(=O)(=O)c2ccc3c(c2)n(C)c(=O)c(=O)n3C)cc1	6	17	-2.7	-5	-12	-14	0.0	100	11
COc1ccc(CCN2C(=O)c3ccccc3C2(O)c2ncc[nH]2)cc1OC (configuration not stated)	2	-5	-5.5	-2	14	-7	-0.9	95	6
Cc1ccc(N=C2C(=O)Nc3ccccc32)c(C)c1	5	37	-3.3	-2	-8	3	-1.4	103	-3
COC(=O)c1[nH]c2cccc(OC)c2c1NC(=O)CCN1CCN(c2ccccc2OC)CC1	5	8	-0.2	-2	7	2	0.1	88	-13
Cc1ccc(NC(=O)COC(=O)c2ccc([N+](=O)[O-])o2)cc1S(=O)(=O)N1CCCCCC1	6	-29	-4.2	2	2	-27	-5.2	85	-6
S=C(N/N=C/c1ccc(Cl)c(Cl)c1)Nc1ccccc1Cl	4	25	-1.4	-2	24	-2	-0.8	103	5
Cc1ccn2cc(CCNC(=O)CC3CCCCC3)nc2c1	5	16	-4.6	1	13	5	-5.2	102	-1
CCc1nnc(NC(=O)CCC(=O)N2CCCC2)s1	1	-8	2.1	-1	8	-4	-0.8	96	-5
COc1ccc(/C=C(/NC(=O)c2cccs2)C(=O)N2CCOCC2)cc1OC	0	-1	-4.2	1	2	4	-3.3	100	3
Cc1c(/C=N\NC(=O)c2ccc([N+](=O)[O-])cc2)cnn1C	-1	0	-2.0	-6	19	-13	-5.2	99	-3
Cc1nc2ccc(NC(=S)N3CCOCC3)cc2nc1C	-2	23	-1.8	-2	11	2	0.2	94	-7
O=C(CSc1nc2ccccc2c(=O)n1-c1ccc(Cl)cc1)N/N=C/C=C/c1ccccc1[N+](=O)[O-]	-2	-4	-1.4	-7	15	5	-0.9	121	-7
COC(=O)c1ccc2nc(NC(=O)COC(=O)CSc3nc(C)cc(C)n3)sc2c1	3	-2	-2.3	-5	2	-1	-2.8	103	3
O=c1c2[nH]c3ccccc3c2ncn1CCN1CCCCC1	5	6	-1.8	-2	-12	-2	1.9	99	5
O=C(NCc1ccccn1)Nc1ccc(Cl)c(Cl)c1	1	-6	-0.9	3	23	-7	-0.1	100	7
c1ccc2c3c([nH]c2c1)C(C1CCCCC1)N(Cc1ncc[nH]1)CC3 (configuration not stated)	4	46	-0.9	4	-7	0	-2.4	102	-18
CCCCC(NC(=O)COc1cc2c(c3oc(=O)cc(C)c13)CCC(C)(C)O2)C(=O)O (configuration not stated)	3	2	-3.7	-16	41	-5	-4.1	104	27
O=C1C(Oc2ccccc2)C(c2ccc3c(c2)OCO3)N1CCc1ccc(F)cc1 (configuration not stated)	-1	-6	-4.2	-5	-6	-14	-4.7	92	-5
Cc1ccc(CSc2nc(N)cc(N)n2)cc1	2	8	0.3	0	3	5	0.5	108	4
O=C(OCCOCCN=C1NS(=O)(=O)c2ccccc21)c1ccncc1	3	-12	-1.1	1	6	-11	-2.2	99	-2

A different layout for 3 compounds above.
Molecule: Cc1ccn2cc(CCNC(=O)CC3CCCCC3)nc2c1
  IDE act: 5
  PHOSPHO1 inh: 16
  IMP-1 inhibitor: -4.6
  FID counter: 1
  UBC9 SUMO inh: 13
  p-CIP stab down: 5
  VIM-2 inhibitor: -5.2
  MEKK3 PB1 HTS: 102
  NS3 helicase inh: -1
Molecule: CCc1nnc(NC(=O)CCC(=O)N2CCCC2)s1
  IDE act: 1
  PHOSPHO1 inh: -8
  IMP-1 inhibitor: 2.1
  FID counter: -1
  UBC9 SUMO inh: 8
  p-CIP stab down: -4
  VIM-2 inhibitor: -0.8
  MEKK3 PB1 HTS: 96
  NS3 helicase inh: -5
Molecule: COc1ccc(/C=C(/NC(=O)c2cccs2)C(=O)N2CCOCC2)cc1OC
  IDE act: 0
  PHOSPHO1 inh: -1
  IMP-1 inhibitor: -4.2
  FID counter: 1
  UBC9 SUMO inh: 2
  p-CIP stab down: 4
  VIM-2 inhibitor: -3.3
  MEKK3 PB1 HTS: 100
  NS3 helicase inh: 3

Other records:
SMILES	IDE act	PHOSPHO1 inh	IMP-1 inhibitor	FID counter	UBC9 SUMO inh	p-CIP stab down	VIM-2 inhibitor	MEKK3 PB1 HTS	NS3 helicase inh
COc1ccccc1/C=C/C(=O)NCC(=O)N/N=C(/C)c1ccco1	3	30	-0.8	-18	-6	-3	-1.5	94	15
COc1ccccc1C(=O)N(Cc1cccs1)C1CCS(=O)(=O)C1 (configuration not stated)	1	17	3.7	0	2	9	1.2	·	-5
CCc1ccc(/C=C2/Sc3ccccc3N(CC(=O)NCCCOC)C2=O)cc1	·	6	-1.0	-31	-8	8	0.2	92	-13
C=CCc1cc(C)cc(C)c1OCCn1cncn1	2	7	-1.1	-8	6	8	3.5	94	0
COc1ccc(CNC(=S)Nc2ccccc2Cl)cc1	4	30	-3.5	-5	14	-6	-0.6	103	-7
O=[N+]([O-])c1ccc(-c2cc(-c3ccncc3)nc3ccc4ccccc4c23)cc1	-1	1	-3.1	1	-19	0	1.2	84	-6
CC(=O)N1CCN(CCN=CC2=C(O)CC(C)(C)CC2=O)CC1	-6	-8	-1.4	-1	-8	6	-2.6	106	3
O=C(c1ccccc1)c1ccc2nc(-c3ccc(NC(=O)c4ccccc4F)cc3)[nH]c2c1	0	-12	-2.2	-1	19	-3	-6.6	98	0
COc1ccc(/C=N/Nc2nc3ccccc3c(=O)[nH]2)cc1	2	30	-0.7	2	14	3	0.6	·	-11
Fc1ccc(-c2n[nH]c(=S)n2CC2CCCO2)cc1 (configuration not stated)	-4	88*	-2.2	-11	14	-1	6.9	94	2
CC1CCc2sc(C(=O)NNC(=S)NCC3CCCO3)cc2C1 (configuration not stated)	0	-169	-3.2	-22	-2	-11	-3.1	106	13
CN(C)C(=O)CN(c1ccc(F)c(Cl)c1)S(C)(=O)=O	9	27	-4.2	-4	22	-10	-3.7	96	0
O=C(c1ccc(S(=O)(=O)N2CCCCC2)cc1)N1CCN(c2ccccc2)CC1	4	-18	0.4	-1	5	-8	-1.2	106	-4
COc1ccccc1NC(=O)CCN1C(=O)/C(=C\c2cc(OC)c(OC)c(OC)c2)SC1=S	0	22	0.1	-7	15	-4	0.2	96	-5
COc1ccc(S(=O)(=O)NC2CC2)cc1Cl	-5	8	-1.4	-3	-1	3	-1.7	102	-2
CCOc1ccc(-c2nc(CSCC(=O)NC3CCCc4ccccc43)c(C)o2)cc1 (configuration not stated)	7	0	-3.6	-2	-18	-1	-1.7	92	-5
CCOC(=O)c1c(NC(=O)C2C3C=CC(CC3)C2C(=O)O)sc(C)c1CC (configuration not stated)	2	1	-1.3	-26	69	-4	-0.9	95	-10
C=CCOCCN(CC)CC	4	41	-2.6	-2	18	-5	-1.4	97	3
CC(C)C(=O)Nc1ccc(C(=O)NNC(=S)NC(=O)c2ccccc2[N+](=O)[O-])cc1	5	-100	-2.7	-7	-8	-4	-2.8	100	0
CC(=O)N1CCOc2cc(S(=O)(=O)NCc3ccc(F)cc3)c(C)cc21	-1	-40	-4.1	-21	2	-10	-1.2	105	-2
COc1ccc(-c2n[nH]c(=S)n2-c2cc(OC)ccc2OC)cc1	-5	-69	-3.4	-15	27	-12	1.5	87	3
C/C(=C\c1ccccc1)CN1CCC(C(=O)N2CCCC(C)C2)CC1 (configuration not stated)	-3	12	-1.7	19	-2	-12	-2.4	97	14
O=C(COc1cc(Cl)c(Cl)cc1Cl)Nc1cccc(O)c1	0	-44	-0.9	-18	6	1	-0.1	86	-7

Screening data from PubChem BioAssay.
